Assay outcomes: PubChem, several laboratories
ROMK mod: modulators of human ROMK potassium channel; P48048; Tet-inducible ROMK, thallium flux fluorescence; actives lie on both sides; B-score at 10 µM; hit rate 2% among 130,000; AID 1918;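 active means signal ratio slope over the read window, or its plate-corrected B-score, at least 3 SD from the plate mean, either direction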;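 further: B-score of the F/F0 ratio slope over 7 to 12 s after thallium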
PPARg SRC-2 ag: promotes SRC-2 coactivator recruitment by human PPARgamma; PPARgamma LBD-SRC-2 recruitment, biochemical; AID 1032; activation, % at 8 µM; P37231; hit rate 0.34% among 200,000; in the data active means activation above about 22%;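 further: 0% = vehicle and 100% = reference agonist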
Diaph inh CS: diaphorase inhibition or chemical oxidation counter-screen. diaphorase resazurin-to-resorufin fluorescence, NADH, 16 min; bacterial (C. kluyveri) enzyme, not human. inhibition, % at 20 µM. hit rate 0.69% among 190,000;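 active means primary screen inhibition at 20 µM above a set limit, cut at about 50% in these data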;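 further: plate controls were DMSO with full reaction for no effect and wells lacking NADH for full effect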
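Test system: bacterial diaphorase enzyme (C. kluyveri); Quantity: 0.14 U/mL diaphorase, enzyme working solution; Times: reaction incubation of 16 min at room temperature; Measured by: fluorescence of resorufin formed from resazurin, Ex 544/Em 590 nm; Benchmarks: positive control minus NADH, DMSO neutral control.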
SRC2 TRFRET art: flags TR-FRET format artefacts in PPARgamma SRC-2 recruitment agonist screen | TR-FRET ratio at 8 µM | hit rate 0.4% among 200,000 | TR-FRET artefact counter-screen; hits give high values; in the data active means TR-FRET ratio above about 2000; further: inactives centre near 1500
Diaphorase act: diaphorase activation or chemical reduction counter-screen | Diaphorase/resazurin coupled assay, resorufin fluorescence, 16 min; hits give high values; 1 = vehicle wells, 0 = NADH-free wells | activation factor at 20 µM | hit rate 0.005% among 190,000;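 active means diaphorase activity raised at least twofold by the compound at 20 µM; inactive means activation factor below 2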
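test system = bacterial diaphorase enzyme (C. kluyveri) | quantity = enzyme 0.07 U/mL final | reagent = NADH substrate 0.114 mM plus resazurin dye 0.1 mM, final | incubation = 16 min enzyme reaction, ambient temperature | buffer or medium = HEPES pH 7.4 buffer with MgCl2 and Tween 20 | signal = fluorescence of resorufin, 544 nm excitation, 590 nm emission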
G6PDH CS: counter-screen for G6PDH assay hits: L. mesenteroides G6PDH inhibition | Purified L. mesenteroides G6PDH, diaphorase/resazurin coupled fluorescence, 45 min | inhibition, % at 5 µM | hit rate 0.12% among 200,000 | AID 1020; in the data active means inhibition above about 50%
PPARg SRC3 recr: promotes SRC-3 coactivator recruitment by human PPARgamma. P37231. biochemical PPARgamma/SRC-3 coactivator recruitment assay. activation, % at 8 µM. hit rate 0.26% among 200,000. AID 731; in the data active means activation above about 23%;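 further: 0% = DMSO and 100% = reference agonist; some compounds past the cut are filed as inactive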
PPARg SRC1 recr: agonists of human PPARgamma SRC-1 coactivator recruitment; P37231; PPARgamma-SRC-1 coactivator recruitment biochemical assay; activation, % at 8 µM; hit rate 0.41% among 200,000; in the data active means activation above about 19%;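 further: 0% = DMSO and 100% = reference agonist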
PMI act: phosphomannose isomerase (human) activation. P34949. purified human PMI, coupled resazurin fluorescence, 20 min; hits give high values; 1 = vehicle control, 0 substrate-free wells. activation factor at 20 µM. hit rate 0.005% among 190,000;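 active means activation factor of 2 or more at 20 µM, relative to plate controls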
Target sequence (P34949 whole entry, looked up): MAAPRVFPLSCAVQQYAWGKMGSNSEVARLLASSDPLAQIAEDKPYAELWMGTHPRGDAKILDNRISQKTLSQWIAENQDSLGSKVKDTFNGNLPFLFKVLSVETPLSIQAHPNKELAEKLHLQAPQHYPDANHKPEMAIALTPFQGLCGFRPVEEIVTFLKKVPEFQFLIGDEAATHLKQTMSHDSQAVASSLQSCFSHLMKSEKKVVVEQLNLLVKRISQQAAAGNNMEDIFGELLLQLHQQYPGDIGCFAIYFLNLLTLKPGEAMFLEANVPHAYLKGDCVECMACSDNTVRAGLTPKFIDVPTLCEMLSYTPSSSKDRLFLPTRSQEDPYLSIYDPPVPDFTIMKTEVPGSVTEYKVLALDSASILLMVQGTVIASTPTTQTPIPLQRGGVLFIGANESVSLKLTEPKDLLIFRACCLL
PMI act hi M6P: PMI (human) activation, high substrate | P34949 | coupled PMI enzyme assay, resazurin fluorescence, 20 min; hits give high values; 1 = untreated enzyme, 0 = substrate-free blank | AID 1216 | activation factor at 20 µM | hit rate 0.34% among 190,000;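 active means activation factor of 2 or more at 20 µM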
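Material: human phosphomannose isomerase with PGI, G6PDH, diaphorase coupling enzymes; amount: PMI at 15 ng/mL final; also added: Mannose-6-phosphate 1.0 mM (near-saturating) plus 0.22 mM NADP+; incubation: enzyme reaction with compound 20 min at room temperature; signal: resorufin fluorescence (Ex 544/Em 590 nm) from resazurin via diaphorase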
S1P3 antagonist: S1P3 (human) receptor antagonism; Q99500; CHO S1P3 NFAT-BLA reporter, FRET fluorescence, antagonist mode; inhibition, % at 4.98 µM; hit rate 0.27% among 170,000;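 active means inhibition above the plate cutoff, the mean inhibition of test wells on that plate plus 3 SD, cut at about 28% in these data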;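 further: cells challenged with S1P at its EC80 of 0.8 µM; blue over green emission ratio from cleaved BLA substrate after 4 h stimulation; 0% = S1P-stimulated wells and 100% = unstimulated DMSO-only wells; some compounds past the cut are filed as inactive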
Target sequence (Q99500 whole entry, looked up): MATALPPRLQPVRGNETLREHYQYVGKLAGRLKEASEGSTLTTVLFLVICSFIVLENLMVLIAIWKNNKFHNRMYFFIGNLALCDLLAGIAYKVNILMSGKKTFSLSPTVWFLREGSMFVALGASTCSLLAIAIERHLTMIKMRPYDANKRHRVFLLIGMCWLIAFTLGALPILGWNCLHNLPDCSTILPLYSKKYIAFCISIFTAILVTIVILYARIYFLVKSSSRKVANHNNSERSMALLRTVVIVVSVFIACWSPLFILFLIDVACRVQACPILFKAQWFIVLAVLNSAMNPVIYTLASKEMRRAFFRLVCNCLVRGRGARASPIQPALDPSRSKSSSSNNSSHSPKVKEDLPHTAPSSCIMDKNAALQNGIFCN
* marks the source's active call; other numbers are inactive results; / = not tested or not shown.

SMILES	ROMK mod	PPARg SRC-2 ag	Diaph inh CS	SRC2 TRFRET art	Diaphorase act	G6PDH CS	PPARg SRC3 recr	PPARg SRC1 recr	PMI act	PMI act hi M6P	S1P3 antagonist
O=C(NCCCn1ccnc1)/C(=C\c1cccnc1)NC(=O)c1ccccc1F	0.0071	12	6	1781	0.9	9	0	7	1	1	-21
CC(C)n1c(NCc2ccc(N(C)C)cc2)nc2ccccc21	-0.85	2	10	1503	0.9	7	4	6	0.8	0.8	2
Cc1ccc(-c2cc(C(F)F)n3ncc(C(=O)NCc4ccco4)c3n2)cc1	/	3	9	1504	0.9	-46	0	4	1	0.9	8
Cc1cc(/C=N/n2cnnc2)c(C)n1-c1ccc2c(c1)OCO2	1.7	0	11	1353	0.9	0	16	-4	1	0.9	/
COc1ccc(CCN2C(=O)CC(N3CCN(S(=O)(=O)c4ccccc4)CC3)C2=O)cc1 (centres undefined)	/	4	10	1753	0.9	4	-2	11	0.9	1	-6
CCOC(=O)C1=C(C)N=C2SC(C(=O)OC)=CC(=O)N2C1c1cc(OC)c(OC)c(OC)c1 (centres undefined)	/	1	18	1168	0.8	11	-1	-1	0.8	0.9	-18
CC(C)CNC(=O)C1CC(=O)OC12CCCCC2 (centres undefined)	/	1	11	1630	0.9	9	1	3	1	1	-33
Cc1ccc(-c2cc(=O)[nH]c3ccccc23)cc1	-0.76	4	/	1429	/	/	12	-2	/	/	/
COc1ccc(NC(=O)CSc2nc3ccccc3c(=O)n2CCNC(C)=O)cc1	0.16	6	2	1740	1	-3	15	4	1	1	-11
Nc1[nH]ncc1N=Nc1ccc(Cl)cc1	-0.38	12	-7	1606	1.1	6	11	3	1.1	1.1	/
NC(=O)CCc1c[nH]c2ccccc12	0.0047	-5	-8	1403	1.1	1	-5	1	1	1.1	-10
Cc1ccc(-n2nnnc2SCC(=O)N2CCCCC2)cc1	-0.96	-6	9	1254	0.9	-3	-15	-4	1	1	/
CCC(C)NC(=O)Cc1c(OC)ccc2cc(Br)ccc12 (centres undefined)	-0.57	14	8	2014*	0.9	19	8	19	0.9	0.9	33*
O=C(Oc1ccc2c3c(c(=O)oc2c1)CCCC3)c1cccs1	1.1	0	14	1612	0.9	-18	2	-2	1	1	3
Cc1ccc(C2CC(=O)NC(SCC(=O)OCc3ccccc3)=C2C#N)o1 (centres undefined)	0.8	4	23	1584	0.8	9	13	4	0.9	1	/
O=c1oc2cc(O)ccc2cc1-c1ccc(F)cc1	/	8	0	1689	1	-34	-2	5	1	0.9	-3
Cc1cc(C(=O)CSc2nnc(-c3cccnc3)n2-c2ccccc2)c(C)n1CC1CCCO1 (centres undefined)	0.76	1	10	1489	0.9	-4	0	1	1	0.9	/
O=C(Nc1ccc(N2CCOCC2)c(Cl)c1)c1c(F)c(F)c(F)c(F)c1F	0.76	7	16	1746	0.8	8	8	3	0.8	0.9	-6
CCOC(=O)c1cccc(NC(=S)NCc2ccc(C)cc2)c1	-1.1	7	21	1416	0.8	13	-1	11	0.8	0.9	-8
Cn1cnnc1Sc1ccc(/C=C(\CCC(=O)O)c2nc3ccccc3s2)cc1[N+](=O)[O-]	-0.95	2	23	1593	0.8	9	7	7	1	0.9	-10
COc1ccccc1-c1ccc(NC2CCCC2)nn1	-0.92	-5	20	1580	0.8	-1	7	-9	1	0.9	/
Cn1c(SCC(=O)N2CCCC2=O)nnc1-c1ccccc1F	0.86	7	5	1624	0.9	3	1	8	1.1	1	-6
COc1ccc(C(=O)Oc2ccc(C(=S)N3CCCC3)cc2)cc1OC	/	-7	7	1617	0.9	2	-2	-1	1.1	1.1	-3
CCCCN(C)C(=O)c1coc(=O)c2ccccc12	/	-1	-8	1446	1.1	3	-5	-4	1.1	1.1	0
CC(C)Cn1c(-c2ccco2)n[nH]c1=S	/	4	18	1497	0.8	4	5	0	0.9	0.9	/

Some of these compounds in order of their number in PMI act hi M6P, rising:
compound | PMI act hi M6P
CC(C)n1c(NCc2ccc(N(C)C)cc2)nc2ccccc21 | 0.8
Cc1cc(/C=N/n2cnnc2)c(C)n1-c1ccc2c(c1)OCO2 | 0.9
CCCCN(C)C(=O)c1coc(=O)c2ccccc12 | 1.1

More records follow.
SMILES	ROMK mod	PPARg SRC-2 ag	Diaph inh CS	SRC2 TRFRET art	Diaphorase act	G6PDH CS	PPARg SRC3 recr	PPARg SRC1 recr	PMI act	PMI act hi M6P	S1P3 antagonist
COc1ccc(-c2nsc(SCC(=O)Nc3ccc4c(c3)OCO4)n2)cc1	-0.025	-2	-3	1382	1	14	0	-3	1	1.1	9
C=CCn1c(SCCCCCC)nc(O)cc1=O	/	1	4	1420	1	-7	-7	-3	1	1	-6
Cc1ccccc1NC(=O)Nc1cccs1	/	10	3	1737	1	2	10	10	1.1	1.2	/
Cc1csc(Sc2ccc([N+](=O)[O-])cc2C(=O)OCC(=O)NC2CCCC(C)C2C)n1 (centres undefined)	/	-2	2	1662	1	3	-10	-2	1.1	1	/
CCn1c(SCC(=O)Nc2cc(C)on2)nnc1-c1c[nH]c2ccccc12	/	9	-9	1524	1.1	-2	7	8	1	1	-23
COC(=O)Cn1cc(/C=C/[N+](=O)[O-])c2ccccc21	-8.6*	0	4	1522	1	-1	6	8	1.1	0.9	-8
Cc1ccccc1OCCC(=O)Nc1cccc(S(=O)(=O)Nc2ccccc2Cl)c1	-0.78	19	29	1539	0.7	1	3	2	0.9	0.8	-6
Cc1[nH]n(C(N)=S)c(=O)c1N=Nc1ccc2ccccc2c1	-1.4	6	32	1668	0.7	0	3	1	1	0.9	-12
CN(C)c1nc(SCc2ccccc2)nc(N2CCOCC2)n1	/	-5	-1	1527	1	6	-4	-4	0.9	1	/
CC1=C(C)[N+](=O)C2(O)CCCCC2(C)N1[O-] (centres undefined)	/	-1	-5	1448	1.1	8	-7	-5	1	1	/
CC1(C)CC(=O)C=C(NCC(=O)O)C1	/	-4	11	1473	0.9	3	1	-2	1	1	1
C=CCn1c(C2CCCCC2)n[nH]c1=S	0.77	11	9	1651	0.9	12	3	5	1	0.9	-2
O=C(Nc1ncccn1)c1cc(-c2ccc(F)cc2)nc2ccccc12	-0.72	4	-4	1723	1	3	4	5	1.1	1.1	-19
CC(Sc1nncn1C)C(=O)Nc1ccc(Cl)cn1 (centres undefined)	/	-2	2	1616	1	6	3	5	1	1.1	-17
CCOC(=O)C1(CC2CC2)CCN(Cc2ccc(OC)cc2F)CC1	-1.5	-1	-7	1565	1.1	1	-3	-2	1.1	1.1	6
Cn1c(=O)[nH]c(=O)c2c1nc(Br)n2CCC(=O)c1ccccc1	/	-6	16	1596	0.8	4	2	4	0.9	0.9	-10
CC1CC2=C(C(=O)O1)C(c1ccc(Cl)cc1)Nc1ccccc1N2 (centres undefined)	/	2	15	1677	0.8	13	2	8	1	1	0
COc1ccc(OCC(O)Cn2c(Nc3cccc(C)c3)nc3c2c(=O)n(C)c(=O)n3C)cc1 (centres undefined)	-1.3	-7	15	1603	0.8	-1	-4	-2	1	1	-8
O=C(Cc1ccc(-n2c(=O)c3ccccc3n(CC(=O)Nc3ccc(F)cc3F)c2=O)cc1)NCc1ccco1	0.049	1	8	1442	0.9	13	0	-6	1	1	-15
CC(C)c1ccc(/C=N/NC(=O)CN(c2cccc(Cl)c2Cl)S(C)(=O)=O)cc1	/	1	29	1453	0.7	4	25	8	0.8	0.9	/
COc1ccc(CCNC(=O)CN2CCOc3ccccc32)cc1OC	-0.11	0	11	1429	0.9	6	3	-7	1	0.9	6
CC1(C)C2C/C(=N\O)C(C)(/[N+]([O-])=C/c3cccc([N+](=O)[O-])c3)CC21 (centres undefined)	-0.011	-3	24	1337	0.8	10	-4	-7	0.9	0.9	-20
O=C1S/C(=C\c2ccc(N3CCOCC3)o2)C(=O)N1Cc1c(F)cccc1Cl	/	-7	28	1424	0.7	11	0	-6	0.7	0.4	/
Cc1ccc(NC(=O)CC2CS(=O)(=O)CC2CC(=O)Nc2ccc(C)c(C)c2)cc1C (centres undefined)	/	-5	5	1562	1	6	-6	4	0.9	0.9	/
CN(C)/C=N/c1nc2nccc(-c3ccccn3)n2n1	-0.41	9	9	1656	0.9	-5	-1	3	1	0.8	-12
Remaining list, next part.
SMILES	ROMK mod	PPARg SRC-2 ag	Diaph inh CS	SRC2 TRFRET art	Diaphorase act	G6PDH CS	PPARg SRC3 recr	PPARg SRC1 recr	PMI act	PMI act hi M6P	S1P3 antagonist
O=C(CSc1ncnc2c1oc1ccccc12)Nc1cccc(C(F)(F)F)c1	/	35*	-13	2069*	1.1	-1	29*	21*	1	1.1	-25
Cc1ccc(S(=O)(=O)N/N=C/c2ccccc2O)cc1[N+](=O)[O-]	0.95	9	8	1647	0.9	3	7	6	1.2	1.1	-9
Oc1ccc(Cc2ncc(C(F)(F)F)cc2Cl)cc1	-1.3	-9	-1	1405	1	4	-2	-2	1	1	-7
CCOC(=O)c1c(NC(=S)NC(C)=O)sc(C)c1C	0.53	-2	0	1504	1	-19	3	-7	0.9	0.9	1
CNC(=O)/C=C1\NC(C)(C)Cc2c1ccc1ccccc21	/	-9	21	1562	0.8	8	3	-6	1	1.1	/
CN(CC(=O)Nc1ccc(F)c(F)c1F)C1CCCCC1	/	5	11	1612	0.9	1	7	10	1	1	/
COc1ccc(C)cc1NC(=O)CSc1nnc(-c2ccco2)n1N	/	8	9	1577	0.9	-1	-1	0	0.9	1.1	/
C/C=C(\C)c1nnc(NC(=O)C(C)C)s1	/	1	10	1533	0.9	-13	-13	-1	0.9	0.9	12
CCC(C)(C(=O)NC1CCCCC1)N(C(=O)CNC(=O)c1ccccc1)c1c(C)n(C)n(-c2ccccc2)c1=O (centres undefined)	0.72	-11	4	1390	1	6	-4	-2	1.1	1.1	-6
O=C(O)CCC(=O)N1CCc2cc(S(=O)(=O)N3CCN(c4ccc(F)cc4)CC3)ccc21	/	5	14	1693	0.9	3	1	5	1	1	4
COc1ccc(NS(=O)(=O)c2cc(C)ccc2NC(=O)c2cc(C)oc2C)cc1	/	-1	10	1531	0.9	7	-2	5	1	1	16
CCOn1c(SCC)nc2ccccc2c1=O	/	3	16	1547	0.8	11	5	9	0.9	0.9	/
CN(CCO)c1ccc([N+](=O)[O-])cc1C(=O)O	/	-5	0	1606	1	-3	1	0	1	1	/
